# Source: PubChem BioAssay
# SENP8 inh: inhibitors of human SENP8 protease; purified SENP8, Z-RLRGG-aminoluciferin cleavage, luminescence; inhibition, % at 10 µM; 330,000 compounds, 1.2% hits; AID 2540
# Target sequence (Q96LD8 whole entry, looked up): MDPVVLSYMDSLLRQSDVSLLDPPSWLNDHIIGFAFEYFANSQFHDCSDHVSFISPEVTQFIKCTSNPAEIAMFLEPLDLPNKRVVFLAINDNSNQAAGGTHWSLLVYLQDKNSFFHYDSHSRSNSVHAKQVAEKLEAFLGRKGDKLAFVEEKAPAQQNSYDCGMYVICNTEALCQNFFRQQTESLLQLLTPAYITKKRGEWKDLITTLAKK
# SENP7 block: blocks the human protease SENP7; Q9BQF6; recombinant SENP7, Z-RLRGG-aminoluciferin luminescence, 40 min; inhibition, % at 5 µM; 330,000 compounds, 1.5% hits;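 active = inhibition above about 50% at the single test dose, limit read from the data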;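 note: plate controls were DMSO with enzyme for no effect and no enzyme buffer wells for full effect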
# Apaf-1 inh: blocks human Apaf-1 apoptosome activity; O14727; reconstituted apoptosome caspase-3 activity, DEVD-Rh110 fluorescence; 330,000 compounds, 0.71% hits; inhibition, % at 20 µM; AID 489030; active = inhibition of at least 40% at 20 µM;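 note: plate controls were DMSO wells for no effect and DEVD-CHO caspase inhibitor wells for full effect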
#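 Material: biochemical Apaf-1 apoptosome reconstitution. Medium: Hepes buffer, pH 7.5. Also added: cytochrome c activation, bis-DEVD rhodamine 110 substrate. Timing: 30 min compound preincubation, 50 min activation, room temperature. Measured by: rhodamine 110 fluorescence at Ex 480/Em 540 nm.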
# UBC13 polyUb: blocks human UBC13 polyubiquitin chain formation | P61088 | TR-FRET | inhibition, % at 20 µM | 330,000 compounds, 0.47% hits; in the data active = inhibition above about 45%, passing the limit was not always enough
# 697 NFkB inh: inhibitors of the PMA/ionomycin-induced NF-kB reporter in 697 B cells; 697 B-cell NF-kB luciferase reporter, 16 h; inhibition, % at 4 µM; 330,000 compounds, 0.33% hits; AID 435022; in the data active = inhibition above about 35%
# Jurkat NFkB inh: inhibitors of the PMA/ionomycin-induced NF-kB reporter in Jurkat cells | 330,000 compounds, 0.53% hits | inhibition, % at 4 µM | AID 435003 | PMA/ionomycin-induced NF-kB luciferase reporter, luminescence
# HKDC1 inh: inhibitors of human hexokinase HKDC1 | recombinant HKDC1, G6PDH/diaphorase resazurin coupled fluorescence | inhibition, % at 20 µM | 340,000 compounds, 0.16% hits | AID 493160;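 active = inhibition above about 35% when tested at 20 µM, limit read from the data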;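 note: plate controls were DMSO wells with enzyme for no effect and DMSO wells lacking enzyme for full effect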
# Target sequence (Q2TB90 whole entry, looked up): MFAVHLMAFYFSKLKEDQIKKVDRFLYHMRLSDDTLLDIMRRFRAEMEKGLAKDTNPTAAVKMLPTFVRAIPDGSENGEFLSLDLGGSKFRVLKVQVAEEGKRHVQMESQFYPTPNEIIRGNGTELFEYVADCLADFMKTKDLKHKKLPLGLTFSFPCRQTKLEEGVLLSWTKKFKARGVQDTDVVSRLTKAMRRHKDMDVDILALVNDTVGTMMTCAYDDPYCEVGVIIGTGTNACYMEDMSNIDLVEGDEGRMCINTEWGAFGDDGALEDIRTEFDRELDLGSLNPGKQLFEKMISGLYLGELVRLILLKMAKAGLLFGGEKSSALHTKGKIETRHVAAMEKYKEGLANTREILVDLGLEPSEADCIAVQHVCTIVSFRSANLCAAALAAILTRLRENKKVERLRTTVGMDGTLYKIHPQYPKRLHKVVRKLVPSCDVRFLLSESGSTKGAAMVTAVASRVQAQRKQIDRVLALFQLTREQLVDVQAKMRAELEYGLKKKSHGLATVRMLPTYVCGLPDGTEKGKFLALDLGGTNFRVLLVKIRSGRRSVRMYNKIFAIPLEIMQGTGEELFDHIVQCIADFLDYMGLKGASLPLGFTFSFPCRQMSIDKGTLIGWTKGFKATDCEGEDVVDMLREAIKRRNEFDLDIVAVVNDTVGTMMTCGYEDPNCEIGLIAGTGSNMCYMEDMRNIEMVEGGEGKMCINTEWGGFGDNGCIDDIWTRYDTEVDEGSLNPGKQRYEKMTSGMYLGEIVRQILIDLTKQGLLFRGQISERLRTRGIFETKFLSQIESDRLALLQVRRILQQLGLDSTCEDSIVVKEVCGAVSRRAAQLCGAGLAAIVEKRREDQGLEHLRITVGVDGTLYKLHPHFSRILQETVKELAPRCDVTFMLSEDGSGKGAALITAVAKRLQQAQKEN
#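 Test system: HK5 enzyme. Quantity: 5 µg/mL HK5 final. Reagent: glucose and ATP substrates. Schedule: 90 min reaction incubation at room temperature, dark. Technique: resazurin-to-resorufin fluorescence via G6PDH and diaphorase coupling, 525/613 nm. Control set: DMSO wells with and without enzyme mix.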
# Gli-Sufu antag: Gli-Sufu pathway antagonism | Sufu-KO-LIGHT fibroblasts, Gli luciferase reporter luminescence | inhibition, % at 5 µM | 340,000 compounds, 0.74% hits | AID 588413;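 active = inhibition above about 55%, limit read from the data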;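 note: 0% = DMSO-treated cells and 100% = wells with medium but no cells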
# Numbers without * were called inactive; · = not tested or not shown. Cut-off read from the data, not from the text of the source, unless noted: active = inhibition above about 50%; inactive = the rest.
# Order of results: Jurkat NFkB inh, HKDC1 inh, UBC13 polyUb, SENP8 inh, 697 NFkB inh, SENP7 block, Gli-Sufu antag, Apaf-1 inh
CC1=NN(c2ccccc2)C(=O)C1/C=C1/NC(=S)NC1=O (centres undefined)
  -9, -2, -4, 1, -8, -2, 4, 19
Cc1ccc(S(=O)(=O)NCCSCc2ccccc2)cc1
  -8, 3, 5, 7, 5, 10, -6, 11
COc1cc(/C=N/NC(=O)c2cc[n+]([O-])cc2)cc(OC)c1OC
  -8, -4, -12, -6, 2, 2, 8, -2
CN=C(Cc1ccccc1)C1=C(O)CC(C)(C)CC1=O
  14, -7, -4, -5, 13, 9, -3, -9
CS(=O)(=O)N1CCN(c2ccccc2NC(=S)NC(=O)c2cccs2)CC1
  -1, -19, 8, -12, 10, -5, -9, 13
O=C(c1ccco1)N1CCN(C2CC(=O)N(c3ccc(F)c(Cl)c3)C2=O)CC1 (centres undefined)
  5, -8, -9, -8, 6, 1, -25, 8
Cc1nnc(SCCn2c(N3CCCCC3)nc3c2c(=O)[nH]c(=O)n3C)s1
  0, -8, 7, -2, 16, -4, 3, -5
Cc1ccc(S(=O)(=O)c2c(C)nn(C(C)(C)C)c2OC(=O)c2ccc(Br)o2)cc1
  5, 3, -22, 3, -37, -3, 7, 10
O=C(Nc1sc2c(c1C(=O)NCCCO)CCCC2)c1ccccc1
  5, -7, 17, -7, 4, -7, 8, 26
COC(=O)CCC(=O)OC1(C)C(=O)C2=CN(CC3CC3)C(c3ccc(OC)cc3)=CC2=C(Br)C1=O (centres undefined)
  -4, 37*, -87, 9, -13, 4, -6, 66*
Cc1ccc(Cn2c(NC(=O)c3ccco3)nc3ccccc32)cc1
  9, -4, -1, -14, -59, -10, -5, 22
CCC(C)(C)NC(=O)C(c1cccc(OC)c1OC)N(Cc1ccccc1)C(=O)CCC(=O)Nc1cc(C)on1 (centres undefined)
  21, 2, 5, 6, 14, 1, 9, 11
COc1ccc(NC(=O)C(C)N=C2NS(=O)(=O)c3ccccc32)cc1S(N)(=O)=O (centres undefined)
  8, -5, -1, -2, 8, 1, 3, -5
CC(Sc1nncs1)C(=O)NC1CCCCC1C (centres undefined)
  -7, -2, 2, 9, -7, -2, 4, -2
CC(C(=O)c1ccc(-c2ccccc2)cc1)[n+]1ccccc1 (centres undefined)
  19, 1, -12, -13, -5, 1, 46, 7
Nc1nc(NCc2ccccc2)nc(Nc2ccc(F)cc2)c1[N+](=O)[O-]
  -17, 2, 0, 3, 17, 0, 24, -5
CCOc1ccc(-c2nnc(-c3ccc(OC)cc3)o2)cc1
  -19, -1, -10, -18, -24, -12, -19, 14
CCOc1cc(/C=C(\C#N)c2[nH]nc(N)c2C#N)ccc1O
  -24, 11, -13, -3, 5, 3, 13, -6
CCCSc1nnc(NC(=O)CCc2ccccc2)s1
  9, 2, 1, 4, 9, 10, -3, -1
COCCN(CCOC)S(=O)(=O)c1ccc(C(=O)Nc2ccc(S(=O)(=O)Nc3nccc(C)n3)cc2)cc1
  10, 12, 3, -4, 5, 0, -5, -19
Cc1cc(=O)oc2cc(NC(=O)C3CCCC3)ccc12
  -26, 2, 14, -5, -41, 9, -39, -7
COc1cccc(NC(=O)C2CCN(S(=O)(=O)c3ccc4c(c3)NC(=O)C(C)S4)CC2)c1 (centres undefined)
  18, 0, 0, 12, 15, 3, -2, 14
CCOC(=O)c1cnc2nc(C(F)(F)F)[nH]n2c1=O
  -5, 3, 2, -3, 6, 4, 4, -2
O=C(N/N=C/c1ccco1)c1cccc(N2CCCC2=O)c1
  -13, -11, 4, -4, 2, -4, -20, -12
COc1ccc(C2/C(=C(/O)c3ccc(S(=O)(=O)N4CCOCC4)cc3)C(=O)C(=O)N2CCN2CCOCC2)cc1 (centres undefined)
  -11, 4, -10, -7, 9, -18, -29, -4
CCOC(=O)c1cc(CC)sc1N
  -15, 7, 4, -18, -15, -6, -4, -3
C=C(C)[C@@H]1CC=C(C(=O)O)CC1
  6, -4, -2, 8, -13, -1, -6, -8
COc1ccccc1NC(=O)Nc1nc(CC(=O)Nc2ccc(F)cc2)cs1
  -2, 2, 14, 5, 11, 0, 7, 19
O=C(CNC(=O)c1ccco1)NCCCc1ccccc1
  -2, 2, -6, -8, -9, -5, -2, 7
CN(Cc1cccnc1)C(=O)CCCc1c[nH]c2ccccc12
  -3, -3, 4, 1, 14, -8, -16, 6
O=[N+]([O-])c1cc(Cl)cc(C2=NCCN2)c1
  10, -4, -21, -9, 11, -4, 3, 3
CCOC(=O)c1c(-c2ccc(C)o2)csc1NC(=S)NC(=O)c1ccc(F)cc1
  -9, -4, 2, 3, -24, -2, -1, -7
CCc1ccccc1NC(=S)N(CCOC)C(C)c1ccco1 (centres undefined)
  7, -10, -1, 3, 10, 3, 2, -13
CCCc1cc(=O)oc2cc(OCC(=O)NCCCN3CCOCC3)c(Cl)cc12
  -22, 0, 8, -2, -3, -2, 12, -6
COC(=O)c1ccc(NC(=O)C2CC(=O)N(c3ccc(C)cc3)C2)cc1 (centres undefined)
  3, 0, 3, 12, -12, 1, -12, -7
COc1ccccc1CNS(=O)(=O)c1ccc(-n2cnnn2)c(C)c1
  16, 5, 4, -2, 28, 8, -25, 3
COC(=O)C1C2C=CC3(CN(CCc4ccccc4)C(=O)C13)O2 (centres undefined)
  5, -8, -1, -6, 18, 6, -3, -2
CC(C)C(NC(=O)c1cccs1)C(=O)NC1=NCCS1 (centres undefined)
  -11, -10, -8, 5, -21, 3, 3, 21
Cc1ccc(C(=O)NNC(=O)c2cc3cc4ccccc4nc3s2)cc1
  -4, -6, -28, -2, -12, -4, 1, -3
NC(=O)c1nn(-c2ccc(Oc3ccccc3)cc2)c(=O)cc1O
  -4, -2, 6, -5, 7, -11, -24, -3
COc1ccc(Br)cc1CSC(=N)N
  -1, 15, 5, -6, -2, 4, 14, 6
Clc1ccccc1SCc1nc2ccccc2[nH]1
  -29, -10, 9, 15, -9, 35, -29, -12
Cc1ccc(S(=O)(=O)NC(=O)NCc2ccc3c(c2)OCO3)cc1
  -3, -2, -4, 0, -3, 15, 3, -1
CN(C(=O)/C=C/c1ccccc1)C1CCS(=O)(=O)C1 (centres undefined)
  13, 6, 3, 10, -6, 4, 12, -6
CCCC(C)NCC(=O)Nc1ccccc1-c1ccccc1 (centres undefined)
  5, -1, -10, -7, 6, 2, 13, 4
O=c1cc(-c2ccc(Br)cc2)[nH][nH]1
  -23, -9, -12, -8, -5, 4, 7, 33
O=c1[nH]c2ccccc2nc1Cc1ccccc1
  -8, -2, 10, -6, 0, -6, -68, 2
O=C(O)c1csc(Cc2ccccc2)n1
  -13, 0, 7, -2, 13, 3, -24, -1
Cc1ccc(S(=O)(=O)N2CCN(C(=O)CSC3CCCC3)CC2)c(C)c1
  -4, 2, 3, 1, 4, 8, 0, 22
O=c1[nH]ccc2c(O)cccc12
  -7, 1, 5, 1, 22, 3, -5, -7
O=C(NCc1ccccc1)C(c1ccccc1)N(Cc1ccc2c(c1)OCO2)C(=O)Cc1cccs1 (centres undefined)
  3, -3, 1, -2, 13, 4, -8, 14
O=C(Nc1ccc(CN2CCOCC2)cc1)c1ccc(F)cc1
  -53, -1, -2, 5, -48, 4, -41, -5
Cc1cc(S(=O)(=O)Nc2ccc(C(=O)NCC3(N4CCCCC4)CCCCC3)cc2)ccc1F
  4, -6, 2, -1, 6, -9, 27, 8
COc1ccccc1NS(=O)(=O)c1ccc2c(c1)NC(=O)C(C)S2 (centres undefined)
  5, -3, -10, -7, -35, -14, ·, 16
Cc1nn(-c2ccc(Cl)c(Cl)c2)c(C)c1C(=O)O
  -1, 5, -9, 4, -30, 6, 5, -7
O=C(C1=C[C@@H](c2ccc(Br)cc2)C[C@@H](OCc2ccc(CO)cc2)O1)N1CCN(Cc2ccc3c(c2)OCO3)CC1
  7, 3, 12, 0, -3, 5, 22, 27
CCN(CCNC(=O)C1CCN(c2nnc(-n3cccc3)s2)CC1)c1ccccc1
  -9, 7, 3, 3, 6, -4, 2, 9
COc1ccc(-c2cc(C3CCN(Cc4ccc([N+](=O)[O-])cc4)CC3)[nH]n2)cc1
  6, -4, 11, -22, -5, 0, 36, 14
COC(=O)Cn1c(CN2CCN(c3ccc(F)cc3)CC2)nc2c1c(=O)n(C)c(=O)n2C
  26, -2, -13, 0, -18, 2, 43, 1
COc1ccc(-c2cc(=O)oc3c(C)c(OCC(=O)Nc4cccnc4)ccc23)cc1
  18, 8, 13, 4, -13, 7, -7, 13

# The list goes on:
# Order of results: Jurkat NFkB inh, HKDC1 inh, UBC13 polyUb, SENP8 inh, 697 NFkB inh, SENP7 block, Gli-Sufu antag, Apaf-1 inh
NC(=O)COc1ccc2cc(-c3ccccc3)c(=O)oc2c1
  -29, 3, 10, -19, -11, 5, 5, 3
COc1ccc(C(C#N)c2ccc(Cl)nn2)cc1 (centres undefined)
  1, -7, 4, 7, 15, 4, 0, 3
Cc1ccc(NC(=O)C2CC(=O)N(CCc3ccccc3)C2)cc1Cl (centres undefined)
  3, -1, -6, -4, 14, -3, -3, 3
C/C(CCc1ccccc1)=N\NC(=O)CC(=O)NCCc1ccccc1
  11, -6, 5, -1, 15, 3, -7, 2
O=C(Nc1cc(=O)[nH]c(=O)[nH]1)c1cccc(C(F)(F)F)c1
  3, -6, -2, -4, -14, 9, -2, -4
Cc1ccc(N2C(=O)N(CC(=O)Nc3cccc([N+](=O)[O-])c3C)C(=O)C2C)cc1 (centres undefined)
  -7, -3, -4, -8, 3, -9, 4, 3
COc1ccc(N2CCN(CCC(N)=O)CC2)cc1
  -7, -2, 3, -3, -10, -3, 1, -5
O=C(COC(=O)c1cc(Cl)nc(Cl)c1)Nc1ccc(Cl)c(S(=O)(=O)N2CCOCC2)c1
  2, 0, 2, 1, -4, 9, 1, 0
COc1ccc(NC(=O)c2nnn(Cc3cccc(F)c3)c2N)c(OC)c1
  16, -6, 8, -6, 35*, -4, 7, 3
Cc1cc2ccccc2c(=O)n1CC(=O)NCC(=O)N1CCN(c2cccc(Cl)c2)CC1
  -1, -10, 11, 3, 8, -5, 3, -4
CCOC(=O)c1sc(NC(=O)c2cc3n(n2)C(C(F)(F)F)CC(c2cccs2)N3)c(C(=O)OCC)c1C (centres undefined)
  -35, -1, -55, -13, -14, 10, 11, 0
CCOc1ccc(N2CC(C(=O)NCc3ccc4c(c3)OCO4)CC2=O)cc1 (centres undefined)
  5, -9, 1, 2, 8, -3, -2, 2
CCOC(=O)CSc1cc(C(F)(F)F)nc(-c2ccccn2)n1
  6, 1, -3, 1, 9, -2, 6, -2
O=C(CCN1C(=O)/C(=C/c2ccco2)SC1=S)Nc1ccc(O)cc1C(=O)O
  4, 25, -12, 8, 4, -4, ·, 5
COc1cccc(NC(=O)CN(C)C(=O)c2ccc(NC3CC3)c([N+](=O)[O-])c2)c1
  -5, -5, -31, -10, 13, 3, 6, 5
Cc1ccc(Cl)cc1NC(=O)c1ccc(Cn2cc(Cl)cn2)cc1
  -10, -3, 0, -8, -1, -9, ·, 20
Cc1ccc(C)c(N2CCN(S(=O)(=O)c3ccc4c(c3)CC(C)N4C(=O)C3CC3)CC2)c1 (centres undefined)
  16, -3, -9, -2, -4, -1, -5, 3
O=C(COc1ccc(Cl)cc1)NCCC1=CCCCC1
  -3, -4, 6, -3, -26, 7, -10, -6
CC(C)(C)S(=O)(=O)c1cnc2c(-c3ccc(Cl)cc3)cnn2c1N
  -42, -3, 6, -2, -60, -5, -27, 8

# Complete entries, quoted from the list.
# O=C(COc1ccc(Cl)cc1)NCCC1=CCCCC1 is listed with Jurkat NFkB inh = -3; HKDC1 inh = -4; UBC13 polyUb = 6; SENP8 inh = -3; 697 NFkB inh = -26; SENP7 block = 7; Gli-Sufu antag = -10; Apaf-1 inh = -6
# Cc1ccc(C)c(N2CCN(S(=O)(=O)c3ccc4c(c3)CC(C)N4C(=O)C3CC3)CC2)c1 (centres undefined) is listed with Jurkat NFkB inh = 16; HKDC1 inh = -3; UBC13 polyUb = -9; SENP8 inh = -2; 697 NFkB inh = -4; SENP7 block = -1; Gli-Sufu antag = -5; Apaf-1 inh = 3
